PTEN del growth – growth suppression of PTEN-null HCT116, primary screen, cell-based, CellTiter-Glo | hit rate 1.2% among 140,000 | viability, % at 10 µM | HCT116 PTEN-null viability, 60 h; active compounds read low | AID 827, 2007;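 active = viability at or below a set limit, 4 SD under the median of all tested compounds, cut at about 3.7% in these data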;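 note: PTEN knockout HCT116 line with beta catenin targeted HCT116 as companion control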
E-sel TNF inh – E-selectin induction blockers in HUVEC – imaging, immunofluorescence, high content, primary screen; HUVEC TNFa-induced E-selectin immunofluorescence; inhibition, % at 2 µM; hit rate 0.71% among 120,000;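 active = inhibition above the batch mean plus 3 SD, and confirmed as a hit on visual image review, cut at about 43% in these data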;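 note: 0% = TNF-stimulated DMSO wells and 100% = unstimulated control wells; not every result past the cut was called active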
HCT116 bCat-KO – primary screen for growth suppressors in beta-catenin knockout HCT116 cells (colon tumor, human); HCT116 beta-catenin knockout viability, CellTiter-Glo, 60 h; active compounds read low; viability, % at 10 µM; hit rate 1.5% among 140,000; AID 818, 2007;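 active = viability at or under a set limit, the compound median less 4 SD, cut at about 6% in these data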;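 note: 0% = Hyamine 1622 control at 20 µM and 100% = untreated cell control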
MRP1 act – H69AR viability gain despite doxorubicin, primary screen, MRP-1 activator project, H69AR cells, CellTiter-Glo | viability rescue | viability increase, % at 10 µM | hit rate 0.61% among 140,000 | AID 799, 2007;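 active = viability gain under doxorubicin at or above a set limit, the compound median plus 3 SD, cut at about 4.7% in these data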;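 note: MRP-1 overexpressing cells given doxorubicin 25 µM after compound pretreatment; 18-22 h compound pretreatment then 72 h with doxorubicin before readout; 0% = doxorubicin-only wells and 100% = vehicle-treated cells without doxorubicin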
GALR2 blocker – GALR2 antagonists in receptor-expressing cells, primary screen; Galanin receptor type 2 (Homo sapiens), O43603; antagonist mode; inhibition, % at 4 µM; hit rate 0.39% among 140,000; in the data active = inhibition above about 27%;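 note: cells stimulated with galanin 1-16 at roughly its EC80; 0% = agonist challenge control and 100% = basal control without agonist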
Target sequence (O43603 whole entry, looked up): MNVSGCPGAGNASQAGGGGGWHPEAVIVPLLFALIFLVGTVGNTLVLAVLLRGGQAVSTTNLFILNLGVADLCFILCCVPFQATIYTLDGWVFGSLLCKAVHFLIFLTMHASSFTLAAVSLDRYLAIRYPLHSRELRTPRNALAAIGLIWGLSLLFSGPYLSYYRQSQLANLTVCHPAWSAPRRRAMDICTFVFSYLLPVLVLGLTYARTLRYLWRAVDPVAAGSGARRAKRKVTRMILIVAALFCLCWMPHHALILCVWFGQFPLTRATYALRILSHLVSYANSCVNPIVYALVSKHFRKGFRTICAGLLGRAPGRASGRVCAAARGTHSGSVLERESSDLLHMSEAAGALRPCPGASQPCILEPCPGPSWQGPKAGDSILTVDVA
BB579 growth dn – growth inhibitors of yeast BB579 in restrictive medium, primary screen, yeast lifespan-shortening project, S. cerevisiae; OD615, 48 h; inhibition, % at 10 µM; hit rate 0.51% among 140,000; AID 804, 2007;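 active = inhibition above a set limit, 3 SD over the mean compound inhibition, cut at about 44% in these data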; note: inactives centre near -24
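Assay system: S. cerevisiae DeaD strain BB579 yeast. Medium: CSMM-D restrictive synthetic medium containing dextrose (glucose). Times: 4 h cell preincubation, 48 h compound exposure, 30 °C humidified. Signal: OD615 turbidity measurement. Benchmarks: positive control amphotericin B 10 µg/mL.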
Measles CPE – compounds protecting cells from measles virus cytopathic effect, primary screen, measles RdRp inhibitor project, single point, MLSMR library, absorbance | protection (pct of control), % at 4 µM | Measles virus-infected cells, CPE protection | hit rate 1.5% among 140,000; in the data active = protection mostly above about 24%, no sharp cut-off; inactive = mostly below about 26%; note: some compounds called inactive have numbers as strong as hits
Yeast lifespan up – compounds extending yeast replicative lifespan, primary screen, S. cerevisiae, OD615; S. cerevisiae growth with nicotinamide; deaD strain in restrictive glucose medium; inhibition of the nicotinamide effect, % at 10 µM; hit rate 0.68% among 130,000; AID 775, 2007;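 active = inhibition above a set limit, placed 3 SD over the median of all compounds, cut at about 26% in these data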;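 note: 0% = nicotinamide-treated wells and 100% = cells grown without nicotinamide; some compounds called inactive have numbers as strong as hits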
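Assay system: engineered S. cerevisiae DeaD replicative-lifespan strain, galactose-grown log-phase cells; Buffer or medium: CSMM-D glucose medium, restrictive; Probe or stimulus: nicotinamide 1.5 mM; Compound: single dose 10 µM compound, 0.25% DMSO; Schedule: 4 h preincubation then 48 h treatment at 30 °C; Technique: OD615 measurement.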
NPY Y2 blocker – NPY-Y2 receptor antagonists, primary screen, cell-based | Neuropeptide Y receptor type 2 (Homo sapiens), P49146 | NPY-Y2 expressing cells, antagonist mode | inhibition, % at 2.7 µM | hit rate 0.99% among 140,000 | AID 793, 2007; in the data active = inhibition above about 17%;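 note: 0% = vehicle with agonist challenge and 100% = reference antagonist with challenge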
Target sequence (P49146 whole entry, looked up): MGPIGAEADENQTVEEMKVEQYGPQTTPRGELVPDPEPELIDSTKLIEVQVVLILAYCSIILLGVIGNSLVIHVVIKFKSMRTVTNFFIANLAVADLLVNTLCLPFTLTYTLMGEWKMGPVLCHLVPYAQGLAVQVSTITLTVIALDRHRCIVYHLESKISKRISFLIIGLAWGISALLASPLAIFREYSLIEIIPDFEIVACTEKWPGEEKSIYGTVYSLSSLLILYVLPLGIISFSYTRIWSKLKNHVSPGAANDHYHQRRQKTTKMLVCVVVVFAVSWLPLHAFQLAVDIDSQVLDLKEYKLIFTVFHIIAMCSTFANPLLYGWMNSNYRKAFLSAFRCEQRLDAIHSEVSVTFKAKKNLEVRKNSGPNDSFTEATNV
Phagocytosis inh – inhibitors of macrophage phagocytosis, primary screen, imaging, J774A.1 cells, IgG beads; J774A.1 macrophage IgG-bead phagocytosis; inhibition, % at 5 µM; hit rate 0.07% among 110,000;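 active = inhibition above the mean of the plate negative controls plus 5 SD, cut at about 13% in these data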;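 note: phagocytic index as fraction of beads internalized from green versus red external bead signal; plate controls were DMSO negative control for no effect and cytochalasin-D positive control for full effect; some results beyond the cut were filed as inactive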
* = called active by the depositor; · = not tested or not shown.

SMILES	PTEN del growth	E-sel TNF inh	HCT116 bCat-KO	MRP1 act	GALR2 blocker	BB579 growth dn	Measles CPE	Yeast lifespan up	NPY Y2 blocker	Phagocytosis inh
COc1cccc2c(=O)cc(C)n(CC(=O)Nc3cccc(C)c3)c12	69.1	-11.2	59.8	-2.1	8.6	-13.8	8.3	0.6	3.1	-2.4
N#Cc1ccccc1CN1C(=O)S/C(=C/c2cccn2-c2cccc(C(=O)O)c2)C1=O	92.3	3.2	106.7	-0.4	3.0	-27.0	13.4	5.3	1.7	·
O=C(NNC(=O)c1cccs1)c1ccc(Cl)cc1	105.2	·	92.0	1.8	2.6	-38.2	19.0	-3.3	4.4	-13.3
CC(=O)C1=C(O)C(=O)N(CCC(=O)O)C1c1ccccc1Cl (stereo unspecified)	95.8	·	102.7	-0.4	-5.0	10.3	6.3	-2.8	5.9	-1.9
Cc1ccc(NC(=O)Cn2c(=O)n(Cc3ccco3)c(=O)c3ccccc32)c(C)c1	50.9	-4.7	57.2	-4.9	2.6	-21.2	19.1	-2.6	6.6	-0.8
O=C(NCc1ccccc1)C1CCN(S(=O)(=O)N2CCCCCC2)CC1	102.8	-12.7	99.9	-1.1	-2.4	-32.5	6.4	-2.1	1.2	·
Cn1c(=O)[nH]c(=O)c2c1nc(N1CCCCCC1)n2CCCSc1nc2ccccc2o1	87.1	-1.6	91.3	-4.3	4.1	-12.1	10.4	0.6	-0.9	1.4
CCC1(CC)C(=O)N(C)C(=O)NC1=Nc1ccccc1	109.1	-3.8	96.2	0.0	2.5	-11.1	10.1	-7.0	-1.0	-1.3
COc1ccc(CNC(=O)c2cnn3c(C(F)F)cc(C)nc23)cc1	99.0	-14.1	89.7	-2.3	-10.5	-29.0	5.1	·	4.8	·
O=C(CCCO)N/N=C/c1ccccc1[N+](=O)[O-]	87.4	·	90.7	-1.8	-4.8	8.3	9.9	-1.7	2.0	-2.3
Cc1ccc(-c2ccc(CCC(=O)O)n2-c2ccc(O)cc2)cc1	92.5	-3.6	91.5	-3.1	-1.6	-8.9	10.2	-22.3	5.5	·
CC(C)Cc1nc2n[nH]c(N)c2c2c1CCCC2	98.8	21.9	78.5	-1.5	2.9	-46.0	10.5	-5.5	0.1	-0.2
CC/C(=N\NC(=O)c1csc(C)c1C)c1cccs1	99.3	-12.4	100.9	1.4	-0.5	-62.1	34.2	-10.2	5.0	·
Cc1nnc(SCC(=O)Nc2nc(C(C)(C)C)cs2)s1	103.5	9.5	103.4	0.4	12.0	-16.9	54.3*	-4.4	3.7	·
Cc1ccc(/C(N)=N/OC(=O)c2ccc3c(c2)OCO3)cc1	74.7	27.3	82.0	-3.5	3.1	-12.5	1.7	-4.3	3.0	1.0
COCCCN=C(c1ccco1)n1c(=S)nc(-c2ccco2)n(CCCOC)c1=S	95.5	·	96.4	-4.5	4.3	-23.4	8.6	-12.5	-2.6	0.8
Cc1ccc(C(=O)N2CCSCC2)cc1	92.6	-11.4	89.2	-1.6	-9.8	-5.7	15.7	-2.4	1.0	-1.4
COc1ccc(N2CCN(C(c3cc(OC)ccc3OC)c3nnnn3Cc3ccco3)CC2)cc1 (stereo unspecified)	84.0	-23.7	90.1	2.3	5.8	-39.3	11.8	0.0	11.1	-0.7
CCOC(=O)C1=C(C)NC(=O)NC1	84.8	20.7	80.5	-0.9	-7.7	-25.1	14.6	-2.7	2.3	1.5
COc1ccc(CN2C(=O)NC3(CCCCC3)C2=O)cc1F	99.7	25.6	108.4	-0.3	0.4	-13.6	19.1	-12.1	3.5	-1.1
CCOC(=O)Cn1c(=O)oc2cc(S(=O)(=O)N3CCCC(C(=O)OCC)C3)ccc21 (stereo unspecified)	108.6	·	95.8	-1.2	0.6	-23.8	10.9	-8.6	-0.4	0.0
CCOC(=O)c1c(NC(=O)CSc2nnc(CNc3ccc(F)cc3)o2)sc(C)c1C	90.0	-5.8	89.4	0.1	-11.9	-20.6	16.0	2.1	3.4	-0.4
O=C1NC(=S)N/C1=C/c1cc([N+](=O)[O-])ccc1O	95.8	-0.3	98.3	-1.1	-4.0	-26.3	29.4	-1.8	2.3	-0.6
COc1cccc(/C=N/NC(=O)c2ccccc2)c1OS(=O)(=O)c1ccccc1	86.2	·	88.2	-0.2	17.6	-26.1	15.8	2.1	1.1	-6.3
Cc1ccc(O)c(/C=N/NC(=O)c2[nH]ncc2Br)c1	14.3	·	9.7	4.9*	21.6	-7.4	18.1	-0.3	1.3	6.3

(next part)
SMILES	PTEN del growth	E-sel TNF inh	HCT116 bCat-KO	MRP1 act	GALR2 blocker	BB579 growth dn	Measles CPE	Yeast lifespan up	NPY Y2 blocker	Phagocytosis inh
Cc1nc2ccc(S(=O)(=O)NCC(=O)N3CCC(N4CCCCC4)CC3)cc2s1	98.8	4.4	93.5	-1.7	7.6	-46.5	10.1	-9.9	0.6	-0.9
C/C(=N\NC(=O)c1ccc(CSc2nncn2C)cc1)c1ccc(C#N)cc1	97.7	9.9	90.4	0.2	-4.5	-18.2	2.1	-2.5	0.9	-5.9
C(=N\n1cnnc1)/C1CCCCC1	111.9	·	106.1	-1.4	-2.1	-49.0	3.0	5.9	0.1	-0.6
CCCCOCCCNC(=O)COc1ccccc1	94.3	0.1	91.8	-1.2	-3.4	4.8	3.3	-8.9	4.7	-5.4
Cc1ccc(C)c(NC2=NS(=O)(=O)c3ccccc32)c1	73.0	·	98.3	-1.5	-1.7	-10.7	6.8	-22.0	1.0	-0.8
COC(=O)c1c(NS(=O)(=O)c2ccc(C)cc2)sc2c1CCC(C)C2 (stereo unspecified)	83.8	11.1	83.9	-4.0	2.0	-19.5	9.8	·	6.8	·
C/C(=N\N=C(c1ccccc1)c1ccccc1)c1cccs1	74.7	1.1	80.6	-2.2	-14.4	-26.8	8.4	-20.4	1.8	·
O=C(Nc1ccc(S(=O)(=O)N2CCCCC2)cc1)c1ccc(CN2CCc3ccccc3C2)cc1	14.8	8.5	11.8	-4.6	18.9	-18.9	3.4	-3.5	1.8	·
CCOc1ccc2c(c1)N(C(=O)CN1C(=O)CCC1=O)C(C)(C)C=C2C	84.4	-32.2	91.0	-3.0	-1.3	-5.7	0.3	-2.1	15.4	-2.9
CC(=O)Nc1ccc(C(=O)Cn2nnc3ccccc3c2=O)cc1	95.2	·	98.1	-1.4	1.7	-0.3	8.2	-4.9	0.1	-1.2
CCCCCNC(=O)c1cc(S(=O)(=O)N2CCCCC2)ccc1F	102.2	·	101.0	-1.4	10.5	9.9	2.3	-17.1	1.9	-2.5
COc1ccc(-c2cc(C(=O)N3CCN(C(c4ccccc4)c4ccccc4)CC3)no2)cc1	57.9	8.1	55.4	4.0	6.6	-57.0	7.4	-20.0	2.7	-0.1
CCCCOc1ccc(/C=C/C(=O)OCC(=O)N2CC(=O)Nc3ccccc32)cc1OCC	40.4	·	46.4	2.1	-3.0	-10.0	·	0.0	-1.6	-2.0
O=C1CSC(=Nc2ccccc2)N1	94.4	·	91.6	-1.7	-8.0	-0.7	2.6	-9.0	2.9	1.7
CCOc1ccccc1NC(=O)CSc1nnc(-c2cnccn2)n1C	91.6	·	78.6	-2.9	-1.1	-34.2	-0.1	-18.0	-0.3	·
Cc1ccc(Nc2ncnc3sc(C)c(C)c23)cc1C	90.6	27.4	96.0	0.3	14.0	-37.0	2.9	-8.6	10.7	-1.3
Cc1ccccc1OCC(=O)NCC1CCCO1 (stereo unspecified)	90.3	-30.2	82.0	-0.8	10.2	-62.3	0.6	-10.7	1.9	·
Cc1c(O)nc(SC2CC(=O)N(c3ccccc3)C2=O)[nH]c1=O (stereo unspecified)	104.7	-25.9	96.5	-1.1	-16.9	-22.5	3.1	-5.5	1.0	0.4
CCOC(=O)CN1CC23C=CC(O2)C(C(=O)O)C3C1=O (stereo unspecified)	91.0	·	112.0	3.2	-2.8	5.3	-0.7	-10.6	2.1	0.0
CCOC(=O)C1=C(c2ccccc2)O/C(=C(\C(=O)OC)C(F)(F)F)S1	71.7	14.0	74.7	-0.7	1.8	-38.4	5.6	5.6	16.4	-0.2
Cc1ccc(CNC(=O)CCCn2c(=O)[nH]c3ccccc3c2=O)cc1	102.9	-17.0	85.8	-0.9	-1.2	-44.4	4.2	-6.3	3.8	0.8
Cc1cc(C(=O)Nc2ccon2)cs1	103.8	-2.2	103.7	-1.2	1.4	23.8	6.0	-14.9	0.3	-0.2
O=C(OCC(=O)N1CCN(C(=O)c2ccco2)CC1)c1cc(-c2cccc(Br)c2)nc2ccccc12	84.8	7.5	84.6	0.1	-6.3	-69.6	3.2	-10.3	-3.3	-1.8
COC(=O)CC1=NC(=O)CS1	103.1	26.2	113.1	-0.1	12.7	-18.6	3.6	-8.8	3.6	·
N/C(=N\OC(=O)c1cccc([N+](=O)[O-])c1)c1cccnc1	101.7	5.3	91.5	-1.4	-11.1	-6.1	15.4	-5.9	2.7	-5.9

Going on with the list:
SMILES	PTEN del growth	E-sel TNF inh	HCT116 bCat-KO	MRP1 act	GALR2 blocker	BB579 growth dn	Measles CPE	Yeast lifespan up	NPY Y2 blocker	Phagocytosis inh
CCOc1cc(OCC)cc(C(=O)Nc2cccnc2)c1	89.2	-19.3	88.4	-0.1	7.4	-39.1	2.1	-13.1	4.2	-0.4
O=C(CSc1nc2ccc(NC(=O)CSc3nnnn3Cc3ccccc3)cc2s1)Nc1ccccc1	73.8	-2.3	75.9	-3.0	18.0	-22.2	4.4	·	-3.6	·
CC1CCCCN1C(=O)CSc1nnc(Cc2ccccc2)n1C (stereo unspecified)	91.3	-18.1	99.7	-0.7	-0.6	-14.2	4.8	·	0.2	·
COc1ccc(S(=O)(=O)N2CCN(C(=O)c3c(C)nn(-c4ccccc4)c3Cl)CC2)cc1	92.4	12.7	89.7	-5.5	-2.6	-3.5	14.2	-5.0	6.6	2.2
CC(=O)N1CCN(c2nc(CC(C)C)c3c(c2C#N)CCC3)CC1	95.1	·	89.4	-2.4	-4.3	-54.1	2.2	-24.1	2.4	-1.6
COCC(=O)NCCc1ccc(S(N)(=O)=O)cc1	91.9	·	104.6	-1.3	-14.3	-32.4	5.6	-17.8	0.1	-1.2
CC(C)(C)C(=O)Nc1nnc(-c2ccncc2)o1	93.9	·	99.1	-0.3	-3.1	11.4	15.4	0.0	0.1	-8.9

Screening data (PubChem)
